# High-throughput results deposited in PubChem by National Center for Advancing Translational Sciences (NCATS).
# POLK inh = qHTS for Inhibitors of Polymerase Kappa | Potency, µM (doses to about 107 µM), without a hit: top-dose activity, negative = inhibition, actives largely listed as inhibitors | purified Pol kappa, fluorescent DNA synthesis assay, 10 min | AID 588579, 2011 | 0.53% of 400,000 active; also: potency is read from the fitted curve at half-maximal effect; % is scaled to controls: 0 for no effect and ±100 for the full control effect
#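 Here, compound and 10 nM enzyme are combined for 15 min at room temperature; adding 50 nM substrate (final) starts DNA synthesis, tracked by fluorescence at 0 and 10 min against buffer-only wells.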
# GRP78 ERSR act = qHTS for Inducers of the Endoplasmic Reticulum Stress Response (ERSR) in Human Glioma: qHTS; 0.02% of 420,000 active; U87-MG GRP78 promoter luciferase reporter, 16 h; Potency, µM, without a hit: at the highest dose activation, usual class: activators; also: potency is read from the fitted curve at half-maximal effect; series mostly up to about 76 µM; % of control where 0% means no effect; nearly all actives have a fitted effect of over 35% in size
#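 Stably transfected U87-MG glioma cells carrying a GRP78-based luciferase sensor; 16 h compound incubation. Luminescence end-point read 10 min after Bright-Glo addition at room temperature.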
# Pol eta inh = qHTS for Inhibitors of Polymerase Eta | 1.2% of 390,000 active | recombinant Pol eta, fluorescent DNA replication assay | DNA polymerase eta (Homo sapiens), Q9Y253 | Potency, µM (doses to about 114 µM), without a hit: at the highest dose activity change, negative = inhibition, usual class: inhibitors; also: potency is read from the fitted curve at half-maximal effect; % is scaled to controls: 0 for no effect and ±100 for the full control effect
#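 Pol eta (10 nM) was preincubated with compounds for 15 min at room temperature, after which fluorescent replication substrate (50 nM final) was added to start the reaction. Fluorescence was read kinetically at 0 and 10 min.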
# Anesthetic bind = qHTS Assay for Identification of Novel General Anesthetics; Ferritin light chain (Equus caballus), P02791; apoferritin/1-aminoanthracene competitive binding, fluorescence; Potency, µM (titrated, usually from 77.5 µM), for the others: at the highest dose activity change, negative = displacement, hits mostly inhibitors; 0.074% of 350,000 active; AID 485281, 2010; also: potency is read from the fitted curve at half-maximal effect; % is scaled to controls: 0 for no effect and ±100 for the full control effect; nearly all actives have a fitted effect of over 20% in size
# Target sequence (P02791 2-175 limits assumed): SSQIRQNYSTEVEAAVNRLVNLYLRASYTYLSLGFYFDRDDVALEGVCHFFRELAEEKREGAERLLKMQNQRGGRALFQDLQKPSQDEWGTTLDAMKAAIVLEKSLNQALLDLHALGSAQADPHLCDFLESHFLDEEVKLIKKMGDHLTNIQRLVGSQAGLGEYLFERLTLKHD
#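 Concentration-response curves derived by four-parameter Hill fitting of normalized fluorescence, where compounds displaced 1-AMA from 10 uM horse apoferritin following a brief 10 min room-temperature incubation; propofol titration acted as positive control.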
# BLM inh = qHTS Assay for Inhibitors of Bloom's syndrome helicase (BLM); RecQ-like DNA helicase BLM (Homo sapiens), P54132; recombinant BLM DNA unwinding, fluorescence dequenching; Potency, µM (doses to about 56.1 µM), inactives show top-dose activity change, negative = inhibition, actives largely listed as inhibitors; 0.2% of 350,000 active; AID 2528, 2010;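 also: potency is read from the fitted curve at half-maximal effect; plate controls were vehicle for no effect and no enzyme for full effect; nearly all actives have a fitted effect of over 35% in size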
# Pol iota inh = qHTS for Inhibitors of Polymerase Iota. Pol iota fluorescent replication assay, 10 min. Potency, µM (doses to about 115 µM), inactives show top-dose activity, negative = inhibition, hits mostly inhibitors. 1% of 390,000 active. DNA polymerase iota (Homo sapiens), Q9UNA4; also: potency is read from the fitted curve at half-maximal effect
#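 Fluorescent replication assay read twice, at 0 min and 10 min after adding 50 nM (final) substrate. Enzyme (10 nM) and compounds were first incubated 15 min at room temperature; enzyme-free buffer wells were negative controls.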
# LDHA inh = qHTS assay for inhibitors of human lactate dehydrogenase; 0.15% of 480,000 active; L-lactate dehydrogenase A chain (Homo sapiens), P00338; purified LDHA, NADH/diaphorase-resazurin fluorescence; active compounds read low; activity change, % (values are at about 110 or 230 µM); in the data active = activity change below about -30%; inconclusive = mostly about -25% to -30%;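 also: plate controls were DMSO wells for no effect and wells without enzyme for full effect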
#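 Human LDH5 (2 nM) was incubated with 0.06 mM NADH and 0.2 mM pyruvate for 5 min at room temperature in Tris pH 7.4. Remaining NADH was coupled through diaphorase/resazurin, and resorufin fluorescence was read at 0 and 20 min.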
# APE1 inh = qHTS Assay for Inhibitors of the Human Apurinic/apyrimidinic Endonuclease 1 (APE1); DNA repair nuclease/redox regulator APEX1 (Homo sapiens), P27695; recombinant APE1, TAMRA/BHQ-2 abasic DNA cleavage fluorescence; Potency, µM (titrated, usually from 65.8 µM), inactives show at the top dose activity change, negative = inhibition, most hits filed as inhibitors; 0.35% of 350,000 active; AID 2517, 2012;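 also: potency is read from the fitted curve at half-maximal effect; plate controls were vehicle for no effect and reference inhibitor for full effect; nearly all actives have a fitted effect of over 55% in size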
# Target sequence (P27695 whole entry, looked up): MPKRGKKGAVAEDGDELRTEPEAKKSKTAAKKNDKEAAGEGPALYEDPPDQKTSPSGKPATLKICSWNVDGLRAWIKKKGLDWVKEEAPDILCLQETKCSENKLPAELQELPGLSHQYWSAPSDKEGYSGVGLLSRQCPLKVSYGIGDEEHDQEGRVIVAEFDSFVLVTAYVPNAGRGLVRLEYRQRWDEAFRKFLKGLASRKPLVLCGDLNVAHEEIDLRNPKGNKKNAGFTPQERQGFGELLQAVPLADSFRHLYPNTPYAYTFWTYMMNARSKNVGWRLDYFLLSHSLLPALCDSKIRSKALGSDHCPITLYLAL
#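 Compound pre-exposure to 0.75 nM APE1, 15 min at ambient temperature. Reaction initiated with 50 nM TAMRA/BHQ-2 THF substrate, read immediately in kinetic mode, 525 nm excitation, 598 nm emission.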
# POLB inh = qHTS Assay for Inhibitors of DNA Polymerase Beta | P06746 | Pol beta primer extension/strand displacement, fluorescence kinetic | Potency, µM (titrated, usually from 114 µM), without a hit: top-dose activity change, negative = inhibition, most hits filed as inhibitors | 1.3% of 340,000 active | AID 485314, 2010; also: potency is read from the fitted curve at half-maximal effect; % is scaled to controls: 0 for no effect and ±100 for the full control effect
#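 Kinetic readout of DNA synthesis with strand displacement by Pol beta. Compound and 10 nM enzyme sit 15 min at room temperature; 50 nM substrate starts the reaction, read immediately and at 10 min.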
# Active calls of the source: *; ? = inconclusive; . = not tested or not shown; & = joins results of further samples; [ ] = remark or other dose. Unless noted, calls follow the shape of the dose curve; as a rule, active = well fitted curve in the direction sought with a large enough effect; inconclusive = small, poorly fitted or top-dose-only effect, or another doubt; inactive = no such curve, though single readings can be large; an effect the other way counts as inactive or inconclusive.
cpd	Structure	LDHA inh	GRP78 ERSR act	Anesthetic bind	Pol iota inh	Pol eta inh
1	COc1ccc(NC(=O)C2C3CCC(C3)C2C(=O)O)cc1OC (stereo unspecified)	11	1%	-9%	47%[activator]	-14%
2	CCCS(=O)(=O)Nc1cccc(-c2cn3ccc(C)cc3n2)c1	-4	0%	3%	-13%	-6%
3	OCC(O)CN1CCCC1 (stereo unspecified)	-8	-4%	17%	19%	-10%
4	CN(C)C(CNC(=O)c1cccc(C#N)c1)c1ccco1 (stereo unspecified)	-1	-5%	-1%	-7%	-5%
5	Fc1ccc(F)c(NC2=NCCCCC2)c1	-8	-4%	-4%	16%	-21%
6	Cc1ccc2c(n1)sc1c(-c3ccccc3)c(C#N)c(N)nc12	-6	-3%	-1%	21%	5%
7	c1ccc(Cn2nnnc2CN2CCN(c3ncccn3)CC2)cc1	0	-3%	-3%	6%	2%
8	COc1ccc(NC(=O)c2ccccc2NC(=O)C2CCCO2)cc1 (stereo unspecified)	-7	2%	0%	5%	-8%

cpd	POLK inh	APE1 inh	POLB inh	BLM inh
1	-9%	-5%	-7%	-2%
2	7%	.	30%	-1%
3	-7%	0%	1%	-5%
4	-20%	18%	4%	-4%
5	7%	12%	8%	-2%
6	-5%	-6%	10%	-3%
7	-7%	0%	0%	-3%
8	-10%	0%	-2%	-24%

# Part of the list above in order of length of the SMILES, low to high:
cpd	Structure	LDHA inh	GRP78 ERSR act	Anesthetic bind	Pol iota inh	Pol eta inh
5	Fc1ccc(F)c(NC2=NCCCCC2)c1	-8	-4%	-4%	16%	-21%
4	CN(C)C(CNC(=O)c1cccc(C#N)c1)c1ccco1 (stereo unspecified)	-1	-5%	-1%	-7%	-5%
6	Cc1ccc2c(n1)sc1c(-c3ccccc3)c(C#N)c(N)nc12	-6	-3%	-1%	21%	5%

cpd	POLK inh	APE1 inh	POLB inh	BLM inh
5	7%	12%	8%	-2%
4	-20%	18%	4%	-4%
6	-5%	-6%	10%	-3%

# Next entries.
cpd	Structure	LDHA inh	GRP78 ERSR act	Anesthetic bind	Pol iota inh	Pol eta inh
9	Cc1ccc(-c2cc(C(=O)N/N=C/c3ccc(F)cc3)n[nH]2)o1	-13	-3%	-15%	29%	-19%
10	O=C(COC(=O)c1ccc(O)cc1O)NC1CCCCCC1	-5	4%	.	?	-2%
11	COc1ccc(Br)cc1/C=N/Nc1cccc(C(=O)O)c1	-4	1%	-7%	-18%	-10%
12	Cc1ccc(Cl)cc1N1CCN(C(=O)c2cc3c(-c4ccccc4F)nn(C)c3s2)CC1	-2	-3%	-10%	0%	-22%
13	COc1ccc(CC(=O)OCCN(C)C)cc1	-4	-3%	-8%	-7%	-7%
14	O=[N+]([O-])C(/C=C(/Cl)[N+](=O)[O-])=C(N1CCCCC1)N1CCCCC1	7	2%	-3%	31%[activator]	-4%
15	COc1cc(-c2noc(-c3ccc(NCC4CCCO4)c([N+](=O)[O-])c3)n2)cc(OC)c1OC (stereo unspecified)	-5	-2%	-8%	5%	-7%
16	O=C(Cc1cccs1)N1CCN(S(=O)(=O)c2ccccc2)CC1	-2	-4%	-6%	-1%	3%

cpd	POLK inh	APE1 inh	POLB inh	BLM inh
9	1%	43%	?	-2%
10	?	?	.	.
11	-19%	-3%	-24%	2%
12	-1%	.	-26%	-8%
13	-3%	12%	-8%	0%
14	-9%	21%	31%	-4%
15	-30%	.	2%	-12%
16	1%	-3%	20%	0%

cpd	Structure	LDHA inh	GRP78 ERSR act	Anesthetic bind	Pol iota inh	Pol eta inh
17	NS(=O)(=O)c1ccc(CNC(=O)CCCSc2ccccc2)cc1	-4	-1%	-1%	182%[activator]	-7%
18	Cc1cc(-c2ccccc2)c2c3c(c(-c4ccccc4)n2n1)c(=O)n(C)c(=O)n3C	0&-1	-4%	-5%	0%	-1%
19	CC1C(=O)N2CCCc3cc(NC(=O)C(=O)NCc4cccnc4)cc1c32 (stereo unspecified)	1	-2%	.	8%	-8%
20	O=C(CC12CC3CC(CC(C3)C1)C2)Nc1ccccc1N1CCOCC1	-1	-2%	-19%	-21%	-20%
21	CN(C)S(=O)(=O)c1ccc(NC(=O)COC(=O)c2n[nH]c3ccccc23)cc1	-2	2%	-18%	-13%	-8%
22	COc1ccccc1CN1CC(C(=O)NCc2ncccc2C)CCC1=O (stereo unspecified)	-16	2%	-2%	-7%	2%
23	COc1ccc2c(c1)c1ncn(CCc3ccccc3)c(=O)c1n2C	-3	2%	59%[activator]	?	-19%
24	COc1ccc(NC(=S)NCCN2CCC(C)CC2)cc1Cl	-2	-3%	-8%	41%[activator]	-19%

cpd	POLK inh	APE1 inh	POLB inh	BLM inh
17	-3%	5%	-9%	2%
18	-3%	11%	-1%	-3%
19	-11%	2%	.	.
20	-7%	-6%	-18%	-11%
21	-2%	11%	20%	-5%
22	-4%	4%	20%	-4%
23	-19%	-5%	-1%	-4%
24	-5%	28%	17%	-2%

cpd	Structure	LDHA inh	GRP78 ERSR act	Anesthetic bind	Pol iota inh	Pol eta inh
25	Cc1oc2cc3oc(=O)c(CC(=O)NCCCC(=O)O)c(C)c3cc2c1C	-3	-6%	17%	34%[activator]	-9%
26	OC(COCCOc1ccc(Br)cc1)CN1CCN(Cc2ccccc2)CC1 (stereo unspecified)	-8	-6%	-13%	-3%	-18%
27	COc1cc2c(cc1OC)CN(C(=O)c1ccc(OC)c([N+](=O)[O-])c1)CC2	3	-4%	-7%	-1%[58.9 µM]	-12%
28	O=C(NCc1ccco1)c1ccc2c(c1)N(Cc1ccccc1F)C(=O)c1ccccc1S2(=O)=O	-6	2%	-4%	?	-18%
29	CSc1nc(-c2ccccc2)cn1-c1ccc(NC(C)=O)cc1	-1	8%	-20%	8%	-19%
30	COCCC1CCCCN1C(=O)c1cc(COc2ccc(C)nc2)on1 (stereo unspecified)	-4	-2%	-16%	24%	-9%
31	C[C@H]1CN([C@@H](C)CO)C(=O)c2cc(NS(=O)(=O)c3ccc(F)cc3)ccc2O[C@H]1CN(C)S(=O)(=O)c1cn(C)cn1	0	-3%	.	7%	-3%
32	O=C(O)C1CCCN1S(=O)(=O)c1ccccc1 (stereo unspecified)	7	-3%	81%[activator]	-4%	-15%

cpd	POLK inh	APE1 inh	POLB inh	BLM inh
25	-2%	25%	5%	2%
26	-6%	1%	2%	-11%
27	0%	-1%	-1%	-6%
28	-10%	.	8%	-9%
29	-5%	?	-15%	0%
30	4%	67%[activator]	-1%	-3%
31	11%	30%	.	.
32	7%	-19%	-20%	3%

cpd	Structure	LDHA inh	GRP78 ERSR act	Anesthetic bind	Pol iota inh	Pol eta inh
33	O=[N+]([O-])c1ccc(N2CCCCC2)cc1	1	5%	-6%	67%[activator]	-14%
34	COc1ccc2c(c1)cc(CNc1ccc(OC)c(OC)c1)c(=O)n2CC(=O)Nc1ccccc1C	17	-1%	-22%	-5%	-17%
35	Cc1cc(NC(=O)CSc2nc3c(c(-c4cccnc4)c2C#N)CCC3)no1	-3	-3%	-11%	28%	?
36	CCc1cc2c(C)cc(C)cc2nc1SCC(=O)Nc1cc(C)on1	-7	-3%	-11%	11%	-7%
37	CSCC[C@H](NS(=O)(=O)c1ccc(C)cc1)C(=O)N1CCC(C(=O)N[C@@H](Cc2ccccc2)C(=O)O)CC1	-6	-3%	-7%	6%	-4%
38	Cc1cc(C)cc(-n2ccnc(NCc3ccc(F)cc3)c2=O)c1	0	-2%	?	23%	-14%
39	CC(C)Cn1nc(NC(=O)c2cccc(Cl)c2)c2cc3ccccc3nc21	-9	-3%	3%	-9%	-12%
40	S=c1[nH]nc(CSCCOc2ccc(Cl)cc2Cl)o1	-12	2%	-5%	13%	-7%

cpd	POLK inh	APE1 inh	POLB inh	BLM inh
33	-1%	-4%	0%	0%
34	4%	.	4%	-5%
35	2%	-2%	1%	?
36	4%	?	-1%	2%
37	6%	20%	-1%	-2%
38	-11%	.	-22%	-6%
39	-8%	.	-1%	-5%
40	4%	3%	-10%	1%

# Single entries from above.
# compound 35 – Pol iota inh = 28%
# compound 37 – APE1 inh = 20%
# compound 36 – POLB inh = -1%
# compound 34 – GRP78 ERSR act = -1%

# The list continues.
cpd	Structure	LDHA inh	GRP78 ERSR act	Anesthetic bind	Pol iota inh	Pol eta inh
41	OCCC1CN(Cc2c(F)cccc2Cl)CCN1C1CCCCC1 (stereo unspecified)	-9	-4%	-10%	15%	-3%
42	COc1ccc(N2CCN(C(=O)COC(=O)Cc3cccc(OC)c3)CC2)cc1	-3	-5%	.	51%[activator]	-3%
43	Cc1ccc(/C=N\NC(=O)Cc2noc3ccccc23)cc1	-7	-5%	-7%	13%	-25%
44	O=C(Nc1cccc(Cn2cccn2)c1)c1cc2c(s1)CCCC2	-1	4%	-3%	5%	-14%
45	COCOc1ccc(/C=C2/Oc3cc(OCOC)cc(OCOC)c3C2=O)c(OCOC)c1	-2	-1%	.	-19%	-7%
46	CCc1ccc(NC(=O)c2ccc3nc(N)sc3c2)cc1	4	1%	?	-6%	-18%
47	COc1ccc(C(=O)c2ccc(Cl)cc2)cc1	-2	4%	-11%	1%	-17%
48	Cc1nc(SCC(=O)N(C)C2(C#N)CCCCC2)c2ccccc2n1	-1	-6%	.	-30%	-9%
49	Cc1ccccc1-c1cc(C(=O)NCc2ccco2)nn1CC1CC(c2cccc([N+](=O)[O-])c2)=NO1 (stereo unspecified)	-10	-1%	.	-6%	-5%

cpd	POLK inh	APE1 inh	POLB inh	BLM inh
41	10%	-3%	-28%	1%
42	2%	-4%	.	.
43	-3%	24%	42%	-5%
44	-17%	4%	-4%	-8%
45	-1%	.	.	.
46	-5%	4%	3%	-13%
47	-8%	-2%	14%	-2%
48	10%	30%	.	.
49	-6%	12%	.	.

# An excerpt; count on the stated rates, not on these rows.
